# Assay outcomes deposited in PubChem by The Scripps Research Institute Molecular Screening Center.
# FBW7 act: human FBW7 E3 ligase activation, primary screen; AID 1259310; 650,000 compounds, 0.13% hits; AlphaScreen FBW7–phospho-cyclin E peptide binding, activator screen; normalized activity (activation), % at 26.1 µM; Q969H0; in the data active means normalized activity above about 1.9%;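 further: purified mutant Fbw7 with reduced substrate affinity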
# Target sequence (Q969H0 whole entry, looked up): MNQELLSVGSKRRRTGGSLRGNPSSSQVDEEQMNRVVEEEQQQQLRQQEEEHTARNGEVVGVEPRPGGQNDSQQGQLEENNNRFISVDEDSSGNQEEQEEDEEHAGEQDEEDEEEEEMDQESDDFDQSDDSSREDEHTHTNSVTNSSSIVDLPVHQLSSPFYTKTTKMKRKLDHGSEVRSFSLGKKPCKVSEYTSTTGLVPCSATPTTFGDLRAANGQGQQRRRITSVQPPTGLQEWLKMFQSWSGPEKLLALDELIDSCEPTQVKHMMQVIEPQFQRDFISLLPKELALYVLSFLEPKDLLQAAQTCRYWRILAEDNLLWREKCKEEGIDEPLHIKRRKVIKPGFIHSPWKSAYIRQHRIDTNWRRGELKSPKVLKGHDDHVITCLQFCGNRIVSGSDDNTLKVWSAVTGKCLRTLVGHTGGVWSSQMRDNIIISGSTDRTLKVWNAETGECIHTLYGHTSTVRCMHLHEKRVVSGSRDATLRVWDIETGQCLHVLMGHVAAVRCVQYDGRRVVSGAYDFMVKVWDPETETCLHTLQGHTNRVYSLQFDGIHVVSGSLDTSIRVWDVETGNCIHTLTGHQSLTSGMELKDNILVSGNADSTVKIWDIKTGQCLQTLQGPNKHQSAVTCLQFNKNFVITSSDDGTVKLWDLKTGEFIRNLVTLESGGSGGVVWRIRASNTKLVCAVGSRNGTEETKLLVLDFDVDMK
# GPR151 activ: activators of human GPR151; Q8TDV0; PathHunter beta-arrestin GPR151 cells, luminescence; activation, % at 11.2 µM; 650,000 compounds, 1% hits; in the data active means activation above about 4.9%;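 further: 0% = median of compound wells and 100% = cells with positive control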
# Target sequence (Q8TDV0 whole entry, looked up): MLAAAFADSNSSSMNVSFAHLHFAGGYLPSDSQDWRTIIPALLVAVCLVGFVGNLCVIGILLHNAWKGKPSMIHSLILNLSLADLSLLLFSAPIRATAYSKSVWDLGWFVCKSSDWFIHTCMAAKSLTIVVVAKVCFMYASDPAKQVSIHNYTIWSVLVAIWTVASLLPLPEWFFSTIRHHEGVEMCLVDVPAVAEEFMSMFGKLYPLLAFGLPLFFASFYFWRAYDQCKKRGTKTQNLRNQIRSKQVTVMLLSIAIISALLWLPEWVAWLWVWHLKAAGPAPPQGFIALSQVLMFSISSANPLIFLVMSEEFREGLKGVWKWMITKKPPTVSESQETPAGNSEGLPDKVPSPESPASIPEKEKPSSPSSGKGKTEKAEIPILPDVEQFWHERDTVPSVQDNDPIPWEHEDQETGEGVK
# TEAD-YAP block: TEAD-YAP interaction inhibition; HEK-TIYL cells, TEAD-Gal4/YAP UAS-luciferase luminescence; inhibition, % at 9.12 µM; 640,000 compounds, 1.4% hits; AID 1259422; in the data active means inhibition above about 32%;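 further: 0% = median of test compound wells and 100% = reference inhibitor wells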
# MITF primary: inhibitors of human MITF; O75030; AlphaScreen MITF homodimerization, bead proximity signal; inhibition, % at 2.6 µM; 650,000 compounds, 0.91% hits; AID 1259374; in the data active means inhibition above about 50%;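 further: 0% = vehicle wells with protein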
# Starred values were filed as active, the others as inactive.
# Each structure is followed by: TEAD-YAP block	GPR151 activ	FBW7 act	MITF primary
- CCCCN(C)CCNS(=O)(=O)c1cc(Br)cc2c1N(C(C)=O)CC2
 : 5	0.5	0.0	-4
- COc1ccc(C(=O)c2ccc(Br)c([N+](=O)[O-])c2)cc1C
 : 65*	2.8	-0.1	1
- COc1ccc(S(=O)(=O)n2nc(OC(=O)c3ccc(Cl)cc3)cc2N)cc1
 : -5	-1.1	0.2	6
- COc1ccc(CNC(=O)[C@H]2C=CCN2C(=O)c2cccs2)cc1
 : 0	0.0	0.3	-12
- Cc1cc(C)nc(/N=C(/NC(=O)c2ccc(F)cc2)Nc2ccccc2)n1
 : -3	-1.2	-0.1	14
- COc1cccc(NC(=O)CN2CCN(C)CC2)c1
 : 5	0.3	0.1	11
- COc1cccc(CNC(=O)c2ccccc2N)c1
 : -2	0.3	-0.1	13
- CCOC(=O)c1ccc(NC(=O)c2ccc(N)cc2)cc1
 : -27	0.0	-0.1	5
- O=C(CN1CCN(C(=O)c2ccco2)CC1)Nc1ccc(F)cc1F
 : -5	-1.8	0.2	15
- CN(C)C(=S)SCC(=O)Nc1ccc(F)c(F)c1F
 : -7	-1.8	-0.1	4
- Cc1ccn2cc(-c3cccc(NS(=O)(=O)c4ccccc4)c3)nc2c1
 : -26	-2.0	0.5	18
- Cc1ccc(Nc2ccc([N+](=O)[O-])c3nonc23)cc1Cl
 : -9	2.0	-0.2	3
- Cc1ccc(NC(=O)CCCC(=O)O)c(Br)c1
 : 3	-1.2	-0.1	-6
- O=C(NC1CCCCCC1)c1ccc(NS(=O)(=O)c2cccs2)cc1
 : -3	2.6	0.1	5
- Cc1ccc(N(C(=O)c2c(F)cccc2F)C2C=CS(=O)(=O)C2)cc1 (centres undefined)
 : 0	1.7	0.0	12
- CN(C(=O)c1ccc([N+](=O)[O-])cc1)c1c(N)n(Cc2ccccc2)c(=O)[nH]c1=O
 : -3	0.0	-0.2	8
- Cc1cc(C)n2nc(CC(=O)NC3CCCCCC3)nc2n1
 : 10	0.8	0.1	8
- O=C(Nc1cccc(-c2nc3ccccc3s2)c1)c1ccccc1[N+](=O)[O-]
 : -33	1.1	-0.3	-3
- CC1CN(CC(O)COc2ccc(Cl)cc2Cl)CC(C)O1 (centres undefined)
 : 7	1.8	0.0	4
- CSc1ncc(C(=O)NC2CCCCC2)c(C)n1
 : -5	0.3	0.1	1
- COc1ccccc1NC(=O)C(=O)NCCCOC(C)C
 : -2	0.0	0.1	-16
- COc1ccc(C(=O)COC(=O)C2CC(=O)N(c3ccc(C)cc3)C2)cc1Br (centres undefined)
 : -7	0.1	0.6	12
- Cc1ccc(/C=C2\NC(=S)NC2=O)cc1[N+](=O)[O-]
 : 11	2.5	-0.2	4
- O=C1CCc2cc(S(=O)(=O)NC(Cc3ccccc3)C(=O)N3CCCC3)ccc2N1 (centres undefined)
 : 0	0.0	-0.1	8
- Cc1cc(C)cc(NS(=O)(=O)c2ccccc2[N+](=O)[O-])c1
 : -2	-0.7	-0.1	-1
- COc1cc(C(=O)Nc2nnn(C)n2)cc(OC)c1OC
 : 3	1.0	0.1	-5
- CC(C)C[C@@H]1NC(=O)[C@@H]2C[C@H](NCc3cc(F)ccc3F)CN2C1=O
 : 11	0.7	-0.1	-10
- COc1cccc(O)c1CN1CCN(Cc2ccc(F)cc2)C(CCO)C1 (centres undefined)
 : -10	1.2	0.0	2
- COc1ccc(C(=O)C2CCCN(Cc3nc4ccccc4[nH]3)C2)c(OC)c1 (centres undefined)
 : 23	-1.1	-0.1	11
- O=C1CN(C(=O)COC(=O)C(c2ccccc2)c2ccccc2)c2ccccc2N1
 : 2	-1.0	0.3	0

# Arranged by molecular weight (descending): some entries from above
# Each structure is followed by: TEAD-YAP block	GPR151 activ	FBW7 act	MITF primary
- O=C(Nc1cccc(-c2nc3ccccc3s2)c1)c1ccccc1[N+](=O)[O-]
 : -33	1.1	-0.3	-3
- COc1ccc(C(=O)c2ccc(Br)c([N+](=O)[O-])c2)cc1C
 : 65*	2.8	-0.1	1
- CN(C)C(=S)SCC(=O)Nc1ccc(F)c(F)c1F
 : -7	-1.8	-0.1	4
- Cc1ccc(NC(=O)CCCC(=O)O)c(Br)c1
 : 3	-1.2	-0.1	-6
- COc1ccccc1NC(=O)C(=O)NCCCOC(C)C
 : -2	0.0	0.1	-16
- COc1cc(C(=O)Nc2nnn(C)n2)cc(OC)c1OC
 : 3	1.0	0.1	-5

# Whole records, looked up by structure.
# `COc1cccc(CNC(=O)c2ccccc2N)c1` in the list: TEAD-YAP block: -2; GPR151 activ: 0.3; FBW7 act: -0.1; MITF primary: 13
# `O=C(NC1CCCCCC1)c1ccc(NS(=O)(=O)c2cccs2)cc1` in the list: TEAD-YAP block: -3; GPR151 activ: 2.6; FBW7 act: 0.1; MITF primary: 5

# Remaining list, next part:
# Each structure is followed by: TEAD-YAP block	GPR151 activ	FBW7 act	MITF primary
- Cc1cc(=O)nc2c3ccccc3n(C(C)C(=O)NCc3ccco3)n12 (centres undefined)
 : 0	-1.1	0.2	12
- N#CC(=C1N=c2ccccc2=N1)c1c(O)[nH]c2ccc(F)cc12
 : 4	1.2	0.0	12
- CCc1ccc(NC(=S)N(Cc2cccc(Br)c2)CC2CCC(C(=O)O)CC2)cc1 (centres undefined)
 : -6	-0.7	-0.1	-4
- Cc1cccn2c(CNCCc3cccc(F)c3)c(C(=O)N3CCOCC3)nc12
 : 1	0.6	0.1	8
- COc1cc(CNCCCCO)cc(Br)c1OC
 : 6	3.5	0.1	-8
- CC(C)OC(=O)CC(=O)CSc1nc(-c2cccs2)cc(-c2ccc(Cl)cc2)c1C#N
 : -8	1.4	0.0	-1
- COc1ccc(N/C(N)=N/c2nc(C)cc(C)n2)cc1OC
 : 10	1.5	-0.1	0
- CCCOC(=O)c1ccc(NC(=O)CCOc2ccccc2)cc1
 : 16	-1.6	0.5	7
- CC(C)COC(=O)c1ccc(NC(=O)CCN2C(=O)c3ccccc3C2=O)cc1
 : 5	0.6	0.2	8
- O=C1CC(/C=C/c2ccccn2)=Nc2ccccc2N1
 : -6	-0.1	-0.3	9
- COc1cccc(C2C(C#N)=C(N)Oc3n[nH]c(C)c32)c1OCc1ccc(Br)cc1 (centres undefined)
 : 6	-0.9	0.3	3
- O=C(CCCCC(=O)N/N=C/c1ccccc1)N/N=C/c1ccccc1
 : 32	1.5	0.2	2
- CCCCc1ccc(C(=O)Nc2ccc3nc(N4CCOCC4)cc(C)c3c2)cc1
 : 0	0.1	0.4	9
- Clc1cccc(-n2nnnc2C(c2ccc(Cl)cc2Cl)N2CCOCC2)c1 (centres undefined)
 : 4	-1.4	-0.1	0
- Cc1cc(Nc2ccc(Cl)cc2)n2cnnc2n1
 : 10	0.0	0.0	2
- O=C(NCC(c1ccco1)N1CCOCC1)c1ccc(Cl)cc1 (centres undefined)
 : -10	2.0	0.0	-6
- CCOP(=O)(NC12CC3CC(CC(C3)C1)C2)NC12CC3CC(CC(C3)C1)C2
 : 9	-1.2	0.0	3
- CC1CCCCN1C(=O)CSc1nnc(COc2ccc(Cl)cc2)o1 (centres undefined)
 : 11	-0.6	-0.1	0
- Cc1cc(-c2nnc(CCC(=O)NCC3CC34CCCCC4)o2)no1 (centres undefined)
 : 6	-0.5	-0.1	-16
- COc1ccc(CNC(=O)CCCn2c(SCc3ccc(Cl)cc3)nc3cc4c(cc3c2=O)OCO4)cc1
 : 1	-0.5	-0.1	0
- O=S(=O)(c1cccs1)N1CCN(Cc2c(O)ccc3ccccc23)CC1
 : -1	-0.2	0.4	11
- CC1CN(c2[nH]c(=O)n(C)c(=O)c2Cc2ccc(Br)cc2)CC(C)O1 (centres undefined)
 : 1	0.8	-0.1	14
- COC(=O)c1ccc(C(=O)Nc2nc3ccc4sc(C)nc4c3s2)cc1
 : -1	-0.3	0.1	9
- COc1cccc(C2NC(=O)NC(C)=C2C(=O)OCC(C)C)c1OC (centres undefined)
 : 8	-0.1	-0.1	10
- Cc1cc2c(=O)n(CC(=O)N3CC(C)CC(C)C3)cnc2s1 (centres undefined)
 : 1	-0.1	0.2	6
- CCN(CC)c1ccc(C=Nc2cccc(C(=O)O)c2)cc1
 : 15	-0.1	-0.1	-17
- COc1cccc(C(=O)NCC(=O)N/N=C/c2ccc(C(=O)O)cc2)c1
 : 5	0.2	-0.1	1
- COc1ccc2oc(=Nc3ccc(C(F)(F)F)cc3)c(C(N)=O)cc2c1
 : 3	1.7	-0.1	-2
- COc1cc(OC)cc(C(=O)Nc2ccc(C)cc2C(=O)O)c1
 : -2	-0.9	0.3	20
- c1ccc(Cc2nc(-c3cccnc3)n[nH]2)cc1
 : 1	0.3	-0.1	6
- COc1ccccc1N1C(=O)c2ccc(C(=O)COC(=O)c3ccccc3)cc2C1=O
 : -15	-0.4	0.0	-26
- O=C(NC1=NCCS1)c1sccc1-c1ccccc1
 : -3	-1.1	-0.1	-9
- CCN(CC)C(=O)c1cn(-c2ccccc2)nc1-c1cccnc1
 : -9	0.5	0.2	-15
- O=C(Cc1cscn1)N1CCC2(CCC(=O)N2Cc2ccccc2)CC1
 : 6	2.5	-0.1	-11
- COc1ccccc1CNS(=O)(=O)c1cc(C(=O)Nc2ccc(Cl)c(Cl)c2)ccc1F
 : 0	1.4	0.0	6
- COCCCN1C(=O)c2[nH]nc(-c3ccccc3O)c2C1c1ccc(C)cc1 (centres undefined)
 : 43*	-0.9	0.0	-6
- COc1ccc(OC)c(-n2c(CNC(=O)c3ccccc3OC)nnc2SCC(=O)N2CCc3ccccc32)c1
 : -3	0.6	0.2	-5
- COc1ccccc1-n1nc(C(=O)NCCN2CCOCC2)c2ccccc2c1=O
 : -10	0.9	-0.1	2
- CCOC(=O)c1ccc2[nH]c3c(c2c1)CCCC3=O
 : -8	-1.8	0.5	2
- O=C(Cn1nnnc1CN1CCCCCC1)NCC1(c2ccccc2)CCOCC1
 : -5	1.6	-0.1	-8
- Cc1occc(=O)c1OC(=O)c1ccc([N+](=O)[O-])cc1
 : 4	2.4	0.0	1
- CCOC(=O)c1c(NC(=O)CSc2nnc(CNC(=O)c3ccc(C)c([N+](=O)[O-])c3)n2-c2cccc(C)c2C)sc2c1CCC2
 : -5	0.1	0.1	-12
- CCn1cc(/C=C2/NC(=O)N(Cc3ccccc3F)C2=O)c2ccccc21
 : 4	3.0	0.1	-7
- CCCN1C(=O)/C(=C\c2nc3ccccc3c(=O)n2-c2cccc(C)c2)c2cc(Br)ccc21
 : -4	-0.2	-0.1	9
- Cc1ccccc1-n1c(N)c(C(=O)Nc2ccccc2F)sc1=S
 : -25	-1.9	-0.1	2
- Cn1sc(Cl)c(C#N)c1=O
 : 21	-2.0	-0.1	-4
- CCOC(=O)c1ccc(NC(=O)c2ccc(OC)c([N+](=O)[O-])c2)cc1
 : 8	-0.2	0.1	10
- C=C(C)CN1CCN(C(=O)c2cc3cc([N+](=O)[O-])cc(OC)c3oc2=O)CC1
 : -5	-0.3	-0.2	-3
- O=C(CSc1ccc(-c2ccc3c(c2)OCO3)nn1)N1CCc2ccccc21
 : -7	-1.4	-0.3	-7
- CN(C)c1ccc(-c2nnc(SCC(=O)O)n2C)cc1
 : -2	0.1	0.2	7
- CCC[C@@H]1NC(=O)[C@@H]2C[C@H](NCc3ccsc3)CN2C1=O
 : 1	-0.1	-0.1	-10
- COCCNC(=O)c1cc(N(C)C)nc(N(C)C)n1
 : 5	1.7	-0.1	6
- CCCNc1ncnc2c1nc(Nc1ccccn1)n2C(C)C
 : -61	2.7	-0.1	4
- CC1=C(C(=O)OCC(C)C)C(c2cc3c(cc2Br)OCO3)NC(=O)N1 (centres undefined)
 : 1	-1.2	0.0	11
- Cc1cccc(-c2nnc3sc(NC(=O)c4ccco4)nn23)c1
 : 5	-0.1	0.4	11
- Cc1ccc(C(=O)N2C(=O)C(c3ccccc3)Oc3ccccc32)cc1 (centres undefined)
 : 8	0.2	0.1	13
- O=C(Nc1ccccc1)C1CCN(S(=O)(=O)c2cccc3cnccc23)CC1
 : 8	0.6	-0.1	-3
- COc1cc(Cn2c(-c3nonc3N)nc3ccccc32)ccc1C
 : 51*	-0.7	-0.2	2
- COc1cc(F)ccc1S(=O)(=O)n1c(C)nc2ccccc21
 : -19	0.2	0.1	-3
- O=C(c1ccc(Oc2ccccc2)cc1)C1CCCN(Cc2ncc[nH]2)C1 (centres undefined)
 : 3	0.7	-0.1	13

# Continuation.
# Each structure is followed by: TEAD-YAP block	GPR151 activ	FBW7 act	MITF primary
- Cc1ccccc1NS(=O)(=O)c1cc(C(=O)N2CCCC2)ccc1Cl
 : 4	-1.5	-0.1	0
- COC(=O)c1ccc(N2C(=O)c3ccccc3C2=O)cc1O
 : 0	-1.1	0.0	-4
- O=C(/C=C/c1ccccc1)Nc1c2cnn(-c3ccccc3)c2nc(=O)n1-c1ccccc1
 : -15	-1.8	-0.1	-15
- Cn1c(C(=O)O)c(CC(=O)Nc2ccc(F)cc2)c2ccccc21
 : 9	0.0	-0.1	-8
- O=C(CN1CCC(N2CCCCC2)CC1)Nc1ccccc1N1CCCCC1
 : -2	0.1	-0.1	34
- COc1cc(OC)nc(C(c2ccccc2)N2CCNCC2)n1 (centres undefined)
 : 1	-0.8	0.1	9
- COc1cccc(NC2=NCC(=O)N2c2cccc(C)c2)c1
 : 6	1.0	0.0	17
- COc1ccccc1Nc1cc(C(=O)NCCN2CCCC2)c2ccccc2n1
 : 6	-0.8	-0.2	2
- CCOC(=O)c1cnc2cc(-c3ccc(OC)cc3)nn2c1N
 : -42	1.0	0.0	6

# As entered above.
# CCOC(=O)c1ccc(NC(=O)c2ccc(N)cc2)cc1 @ TEAD-YAP block: -27
# N#CC(=C1N=c2ccccc2=N1)c1c(O)[nH]c2ccc(F)cc12 @ MITF primary: 12
# COc1cc(C(=O)Nc2nnn(C)n2)cc(OC)c1OC @ MITF primary: -5
